Compound activity: PubChem, National Center for Advancing Translational Sciences (NCATS)
IL2 activator – activators of IL-2 | IL-2 activation reporter assay, cell-based qHTS; stimulated with anti-CD3/CD4/CD28 beads; in transgenic mouse T cells | 0.065% of 360,000 active | activation, % (series mostly up to about 46 µM) | AID 652025; in the data active = activation above about 50%; inconclusive = mostly about 30% to 49%; note: 0% is about no effect
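Unstimulated transgenic mouse T cells; 60-min compound exposure; bead-based TCR/CD4/CD28 stimulation; 18 h culture, 37 degrees C; dual fluorescence (EGFP, DsRed) plate cytometry.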
EPAC1 agonist – agonists of human EPAC1 | O95398 | EPAC1 agonist qHTS, biochemical assay; response scale: 100% = response to 6.5 mM cAMP | Potency, µM (series often up to 154 µM), inactives show at the highest dose activation, most hits filed as activators | 0.073% of 360,000 active; note: potency is the fitted concentration of half-maximal effect; nearly all actives have a fitted effect of over 60% in size
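Nucleotide exchange assay: 100 nM EPAC1 with 250 nM Rap1B loaded with BODIPY-GDP and 50 uM GDP, room temperature. Fluorescence (480/540 nm) read every 5 min for 30 min; signal change normalized to 6.5 mM cAMP as full agonist.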
FUS yeast rescue – FUS proteinopathy suppression in yeast. 0.24% of 390,000 active. S. cerevisiae FUS-expressing, growth rescue, OD600, 24 h. AID 1347120. Potency, µM (highest dose often 76.6 µM), inactives show top-dose growth rescue (activation), hits mostly activators;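 note: potency is the fitted concentration of half-maximal effect; plate controls were DMSO vehicle for no effect and reference control for full effect; nearly all actives have a fitted effect of over 55% in size; some results filed as inactive show a strong effect at the top dose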
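Cultures pregrown in 2.5% raffinose medium are shifted to minimal medium containing 2% galactose to express toxic FUS. Compounds are tested at several concentrations. After 24hr at 30C, growth is quantified at 600 nm absorbance.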
EPAC1 antag – antagonists of human EPAC1; O95398; EPAC1 GEF assay, Rap1b-BODIPY-GDP exchange fluorescence; Potency, µM (series often up to 115 µM), for inactives: at the highest dose activity change, negative = inhibition, usual class: inhibitors; 0.14% of 360,000 active;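 note: potency is the fitted concentration of half-maximal effect; plate controls were vehicle for no effect and positive control for full effect; nearly all actives have a fitted effect of over 50% in size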
Abeta yeast res – restores growth of yeast expressing A-beta42 peptide | yeast expressing A-beta42, growth rescue, OD600, 48 h; response scale: 0% DMSO, 100% iron-clioquinol control | 0.063% of 410,000 active | Potency, µM (top dose mostly 46.1 µM), inactives show at the top dose growth rescue, usual class: activators; note: potency is the fitted concentration of half-maximal effect; nearly all actives have a fitted effect of over 55% in size
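Growth rescue measured by 600 nm absorbance after 48 h yeast culture at 30 C with compound. Values normalized between DMSO and an equimolar ferric chloride plus clioquinol control.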
PI5P4K alpha inh – PI5P4K alpha (human) kinase inhibition. AID 652105. 1.2% of 330,000 active. P48426. max response, %. PI5P4Kalpha enzyme, ADP-Glo luminescence, 60 min; hits give low values; active = max response of -50% or lower; inconclusive = between -30% and -50%; inactive = -30% or higher; note: value at the top dose of about 77 µM; % is set by controls: 0 for no effect and ±100 for the full control effect
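ADP-Glo luminescence end-point read after a 60 min room-temperature kinase reaction of PI5P4Kalpha plus substrate, initiated with ATP at 5 microM final. Buffer: 0.038 M HEPES pH 7.4, EGTA, 0.1% CHAPS, 5% DMSO.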
WRN helicase inh – blocks human WRN helicase. Q14191. WRN helicase unwinding, fluorescent forked duplex, kinetic. Potency, µM (titrated, usually from 114 µM), without a hit: at the highest dose activity change, negative = inhibition, actives largely listed as inhibitors. 0.46% of 360,000 active. AID 651768; note: potency is the fitted concentration of half-maximal effect; % is set by controls: 0 for no effect and ±100 for the full control effect; nearly all actives have a fitted effect of over 55% in size
Target sequence (Q14191 whole entry, looked up): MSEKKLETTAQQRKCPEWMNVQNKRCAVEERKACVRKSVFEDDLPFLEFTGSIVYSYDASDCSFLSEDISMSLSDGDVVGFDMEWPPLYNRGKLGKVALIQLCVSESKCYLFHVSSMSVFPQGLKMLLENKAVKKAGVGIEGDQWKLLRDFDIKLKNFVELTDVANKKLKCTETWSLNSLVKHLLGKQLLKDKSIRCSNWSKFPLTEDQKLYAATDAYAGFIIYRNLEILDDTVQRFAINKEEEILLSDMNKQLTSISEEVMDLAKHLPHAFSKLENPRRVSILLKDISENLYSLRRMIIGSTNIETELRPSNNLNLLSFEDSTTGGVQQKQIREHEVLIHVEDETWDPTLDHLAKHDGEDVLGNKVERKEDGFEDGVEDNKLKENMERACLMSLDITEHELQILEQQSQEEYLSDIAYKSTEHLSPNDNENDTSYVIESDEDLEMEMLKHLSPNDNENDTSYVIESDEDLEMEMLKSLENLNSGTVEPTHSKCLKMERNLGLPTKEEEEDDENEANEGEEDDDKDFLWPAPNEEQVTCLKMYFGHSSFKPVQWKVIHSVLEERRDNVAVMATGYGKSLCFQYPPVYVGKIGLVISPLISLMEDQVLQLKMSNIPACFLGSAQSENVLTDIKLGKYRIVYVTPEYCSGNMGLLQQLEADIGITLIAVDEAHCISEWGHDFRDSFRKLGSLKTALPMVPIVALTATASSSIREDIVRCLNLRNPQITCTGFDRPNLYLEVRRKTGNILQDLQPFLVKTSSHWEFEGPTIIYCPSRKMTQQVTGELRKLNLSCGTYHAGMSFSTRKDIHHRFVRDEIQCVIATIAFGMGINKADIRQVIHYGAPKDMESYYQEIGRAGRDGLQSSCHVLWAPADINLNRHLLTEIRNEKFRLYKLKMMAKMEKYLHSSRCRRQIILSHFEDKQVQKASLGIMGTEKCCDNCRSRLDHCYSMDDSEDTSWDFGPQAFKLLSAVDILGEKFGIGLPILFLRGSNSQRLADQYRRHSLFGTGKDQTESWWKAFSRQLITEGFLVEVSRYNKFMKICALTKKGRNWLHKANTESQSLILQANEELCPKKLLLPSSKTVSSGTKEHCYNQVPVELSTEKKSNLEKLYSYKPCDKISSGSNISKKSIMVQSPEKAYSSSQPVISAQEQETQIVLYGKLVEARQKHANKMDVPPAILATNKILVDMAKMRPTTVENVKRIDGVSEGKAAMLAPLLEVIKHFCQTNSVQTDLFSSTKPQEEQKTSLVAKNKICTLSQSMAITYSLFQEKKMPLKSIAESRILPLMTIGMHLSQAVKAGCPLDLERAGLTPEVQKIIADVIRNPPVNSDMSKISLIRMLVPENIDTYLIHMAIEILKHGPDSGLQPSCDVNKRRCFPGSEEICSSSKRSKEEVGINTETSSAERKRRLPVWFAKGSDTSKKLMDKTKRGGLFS
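WRN at 20 nM final was preincubated with compound for 15 min at room temperature; reaction started with 100 nM forked duplex oligonucleotide carrying fluorophore and quencher plus 2 mM ATP (final). Unwinding followed kinetically by red fluorescence (ex 525/em 598 nm).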
PLK1 PBD inh – PLK1 (human) polo-box domain binding inhibition. 2.8% of 360,000 active. P53350. AID 720504. Plk1 PBD binding of FITC phosphopeptide, fluorescence polarization. Potency, µM, inactives show max response, negative = inhibition, most hits filed as inhibitors; note: potency is the fitted concentration of half-maximal effect; series mostly up to about 57 µM; % is set by controls: 0 for no effect and ±100 for the full control effect; nearly all actives have a fitted effect of over 65% in size
* hit, by the source's call; u = inconclusive; x = not tested or not shown; & = joins results of further samples; [ ] = remark or other dose. Unless noted, calls come from the whole dose curve; as a rule, active = well fitted curve in the direction sought with a large enough effect; inconclusive = small, poorly fitted or top-dose-only effect, or another doubt; inactive = no such curve, though single readings can be large; an effect the other way counts as inactive or inconclusive. Compounds as they come; about 4.1% have a hit in one of these screens.

SMILES	IL2 activator	EPAC1 agonist	FUS yeast rescue	EPAC1 antag	Abeta yeast res	PI5P4K alpha inh	WRN helicase inh	PLK1 PBD inh
O=C(O)c1cccc2c1C(=O)c1ccc(-c3ccc(OC(F)(F)F)cc3)cc1S2(=O)=O	-4.5	-15%	9%	-11%	1%	-1	-9%	u
Cn1c(N)c(C(=O)COC(=O)CNC(=O)c2ccccc2F)c(=O)n(C)c1=O	-1.1	6%	-2%	-16%	3%	4	-13%	-1%
CC1CCC(NC(=O)C(C)N2C(=O)C3CCCCC3C2=O)CC1 (stereo not drawn)	1.1	6%	-17%	1%	13%	7	3%	-1%
Cc1cc(Nc2ccccc2)n(C(=O)c2ccc(Cl)cc2)n1	0.1	-2%	-5%	-6%	-38%[inhibitor]	x	-5%	-6%
C[C@H](CO)N1C[C@H](C)[C@H](CN(C)S(=O)(=O)c2cn(C)cn2)Oc2ccc(NC(=O)Nc3ccc(C(F)(F)F)cc3)cc2CC1=O	-0.4	-14%	u	2%	-4%	-6	1%	-12%
CC(C)c1nnc(SCC(=O)NC(C)(C)C)n1C	-0.9	1%	7%	-22%	7%	3	0%	-16%
O=c1cc(-c2ccccc2)[nH]c2nc3ccccc3n12	0.4	1%	24%	13%	-17%	x	4%	-3%
Cc1cccc2[nH]c(SCC(=O)N3CCOCC3)nc12	0.4	6%	-6%	-1%	-3%	-3	0%	-11%
CC1CCN(C(=O)CCCN2C(=O)c3cccnc3Oc3ccc(Cl)cc32)CC1	-3.9	-15%	8%	-25%	-11%	-6	-16%	-12%
O=C(Nc1ccc(NC(=O)c2cccs2)c(Cl)c1)c1cccs1	0.3	15%	-28%	-22%	-13%	5	-12%[57.1 µM]	-1%

One compound at a time, from the list above:
Listed for C[C@H](CO)N1C[C@H](C)[C@H](CN(C)S(=O)(=O)c2cn(C)cn2)Oc2ccc(NC(=O)Nc3ccc(C(F)(F)F)cc3)cc2CC1=O = IL2 activator: -0.4; EPAC1 agonist: -14%; FUS yeast rescue: u; EPAC1 antag: 2%; Abeta yeast res: -4%; PI5P4K alpha inh: -6; WRN helicase inh: 1%; PLK1 PBD inh: -12%
Listed for O=C(O)c1cccc2c1C(=O)c1ccc(-c3ccc(OC(F)(F)F)cc3)cc1S2(=O)=O = IL2 activator: -4.5; EPAC1 agonist: -15%; FUS yeast rescue: 9%; EPAC1 antag: -11%; Abeta yeast res: 1%; PI5P4K alpha inh: -1; WRN helicase inh: -9%; PLK1 PBD inh: u

Further structures follow.
SMILES	IL2 activator	EPAC1 agonist	FUS yeast rescue	EPAC1 antag	Abeta yeast res	PI5P4K alpha inh	WRN helicase inh	PLK1 PBD inh
CCn1ccnc1CN(C)C(=O)CCc1nnc(CCC2CCCCC2)o1	4.1	3%	4%	10%	6%	1	1%	u
O=C(Nc1cccc(S(=O)(=O)N2CCOCC2)c1)C1=NN(c2ccccc2)C(=O)CC1	-1.7	10%	11%	6%	7%	-1	3%	-6%
C[C@]12c3[nH]c4ccc(Cl)cc4c3CCN1C(=O)[C@@H](CC(=O)NCC13CC4CC(CC(C4)C1)C3)C[C@@H]2C(=O)N1CCOCC1	-0.8	4%	u	u	2%	28	-5%	-19%
CCOC(=O)c1c(C)oc2c(CN3CCN(C)CC3)c(Br)c(OC)c(O)c12	0.3	1%	15%	5%	9%	x	1%	-3%
O=C(CSc1nnc(NC(=O)c2ccccc2F)s1)NCC1CCCO1 (stereo not drawn)	-1.8	-2%	x	-2%	8%	-14	-28%	u
COc1cc(CC(=O)OCC(=O)Nc2cccc([N+](=O)[O-])c2)cc(OC)c1OC	-0.1	-2%	x	-19%	15%	-5	-26%	-13%
Cc1onc(-c2ccccc2)c1C(=O)N/N=C/c1cccs1	-0.2	12%	6%	-14%	14%	-4	-13%	1%
O=C(CNC(=O)C(c1ccccc1)c1ccccc1)N/N=C/c1ccc(O)c([N+](=O)[O-])c1	1.4	2%	-8%	-10%	19%	u	-12%	-6%
CC(C)C(=O)Nc1cccc(COc2ccc(CN(Cc3ccccc3)C(=O)OC(C)(C)C)cc2)c1	-0.4	-15%	16%	-29%	-16%	14	-6%	-7%
CN(C)S(=O)(=O)c1ccc(N2CCCC2=O)c([N+](=O)[O-])c1	-0.9	3%	4%	-2%	-8%	-1	-19%	-22%
CCCc1nn2c(-c3ccccc3)nnc2o1	-1.3	-5%	-5%	7%	-17%	-6	-3%	3%
COc1cc(N)c(Cl)cc1C(=O)OCC(=O)N1CCCC1	-0.3	13%	24%	-4%	-20%	1	-1%	-11%
Cc1ccc(N(C(=O)c2ccc3c(c2)OCO3)C2C=CS(=O)(=O)C2)cc1C (stereo not drawn)	1.3	6%	x	5%	10%	-7	-28%	-1%
OCC1(Cc2cccc(F)c2)CCN(Cc2ccc3cccc(F)c3n2)CC1	-0.6	-9%	3%	-25%	2%	7	-2%	-6%
O=C(CNC(=O)c1ccccc1)NCC(=O)OCC(=O)c1ccc([N+](=O)[O-])cc1	-3.1	0%	-7%	23%	-10%	-5	-4%	0%
CCc1nnc(NC(=O)CSc2nnc(-c3c[nH]c4ccccc34)n2C)s1	-2.6	-7%	28%	-1%	-4%	x	-7%	0%
CC(C)NCC(=O)Nc1c2c(nc3ccccc13)CCC2	-1.2	-10%	24%	7%	-3%	-1	11%	6%
Cc1ccc(NC(=O)C2CCN(S(C)(=O)=O)CC2)cc1C	-2.2	3%	-3%	9%	25%	x	-3%[11.6 µM]	-7%
Cc1ccc(NC(=S)N(CCCN2CCOCC2)Cc2ccco2)cc1	-1.1	-1%	0%	-10%	0%	-3	0%	u
Cc1cc(N2C(=O)C(O)=C(C(=O)c3cc4ccccc4o3)C2c2cccc(Br)c2)no1 (stereo not drawn)	1.2	-25%	27%	-15%	x	-53*	-6%	27µM*
O=[N+]([O-])c1ccc(CP(=O)(c2ccccc2)c2ccccc2)cc1	0.3	0%	3%	-12%	-9%	-2	-1%	-5%
Cc1cc(C)cc(-n2cnc3cc(C(=O)O)ccc32)c1	-1.3	10%	42%	-3%	24%	x	-18%	-6%
COc1ccc(CCNC(=O)c2cc3c(=O)n4ccccc4nc3n(CC3CCCO3)c2=N)cc1 (stereo not drawn)	0.1	-12%	-9%	0%	-13%	-3	4%	2%
CC(C)(C)OC(=O)N1CCC(CC2CC(c3ccccc3)=NO2)(C(=O)NCc2ccccc2)CC1 (stereo not drawn)	-0.2	5%	35%	-24%	21%	0	2%	1%
O=C(CCc1ccc(S(=O)(=O)NC2CCCCC2)cc1)NCc1ccccc1	0.3	-7%	27%	2%	-14%	2	0%	-9%
COc1ccccc1CNS(=O)(=O)CCNC1CCCCC1	0.9	-9%	-35%	-26%	-16%	8	0%	-1%
CCCCCCCC(=O)NNC(=O)Cc1ccccc1	3.9	2%	20%	1%	6%	x	-7%	-6%
CCN1CC(C)C(O)(c2ccccc2)CC1C (stereo not drawn)	-3.0	-1%	x	9%	-7%	-2	12%	-4%
COC(=O)C1=C(C)NC(C)=C([N+](=O)[O-])C1c1ccccc1C(F)(F)F (stereo not drawn)	-0.4&-0.4	-8%&-24%	-26%&-15%	-13%&-17%	-11%&-22%	14&10	-2%&-1%	-10%&-14%
O=C1c2ccccc2C(=O)N1c1ccccc1	-0.1	-11%	0%	-20%	-15%	-1	-5%	-2%
COC(=O)c1ccc(NC(=O)CSc2nnc(COc3c(C)cccc3C)o2)cc1	0.2	-5%	0%	5%	4%	-8	-14%	0%
Clc1ccc(OCc2cnc(Cl)s2)cc1	-6.9	-8%	x	-6%	0%	0	-16%	0%
CCCN(C(=O)CCCSc1nc2ccccc2[nH]1)c1c(N)n(Cc2ccccc2)c(=O)[nH]c1=O	3.6	-47%[inhibitor]	31%	8%	18%	1	-14%	-12%
CC(C)[C@H](NC(=O)c1nn(Cc2ccccc2)c(=O)c2ccccc12)C(=O)O	-0.4	12%	18%	11%	6%	1	3%	-1%
O=C(C1=C[C@@H](c2coc3ccccc3c2=O)C[C@@H](OCc2ccc(CO)cc2)O1)N1CCOCC1	-0.4	3%	-4%	-3%	2%	-8	-4%	-9%
CCCn1c(=O)c(C(=O)Nc2ncccc2O)c(O)c2ccccc21	0.6	-3%	7%	-23%	-26%	-2	-8%	-4%
O=C(CSc1nc(=O)n2ccccc2n1)Nc1ccc2c(c1)OCO2	-3.2	0%	6%	-3%	-9%	3	2%	1%
Cc1cc(C)c(NC(=O)CSc2nc3ncc(Br)cc3[nH]2)c(Cl)c1	-2.5	13%	-1%	-10%	4%	-4	13%	-16%
CCNC(=S)N/N=C/c1cccc(OCc2c(F)cccc2Cl)c1	1.8	14%	x	-17%	21%	0	-5%	-14%
COc1ccc(-n2c(COc3cccc4ccccc34)nnc2SCC#N)cc1	-0.1	14%	25%	-2%	15%	1	-3%	-25%

A second format for part of the listing above.
COC(=O)c1ccc(NC(=O)CSc2nnc(COc3c(C)cccc3C)o2)cc1
  IL2 activator = 0.2	EPAC1 agonist = -5%	FUS yeast rescue = 0%	EPAC1 antag = 5%	Abeta yeast res = 4%	PI5P4K alpha inh = -8	WRN helicase inh = -14%	PLK1 PBD inh = 0%

Clc1ccc(OCc2cnc(Cl)s2)cc1
  IL2 activator = -6.9	EPAC1 agonist = -8%	FUS yeast rescue = x	EPAC1 antag = -6%	Abeta yeast res = 0%	PI5P4K alpha inh = 0	WRN helicase inh = -16%	PLK1 PBD inh = 0%

CCCN(C(=O)CCCSc1nc2ccccc2[nH]1)c1c(N)n(Cc2ccccc2)c(=O)[nH]c1=O
  IL2 activator = 3.6	EPAC1 agonist = -47%[inhibitor]	FUS yeast rescue = 31%	EPAC1 antag = 8%	Abeta yeast res = 18%	PI5P4K alpha inh = 1	WRN helicase inh = -14%	PLK1 PBD inh = -12%

Next part.
SMILES	IL2 activator	EPAC1 agonist	FUS yeast rescue	EPAC1 antag	Abeta yeast res	PI5P4K alpha inh	WRN helicase inh	PLK1 PBD inh
COc1cc(NS(=O)(=O)c2ccc(C)c(C)c2)c(OC)cc1Cl	-3.1	23%	44%	-6%	1%	x	1%	-8%
O=C1NC[C@H](CCCCN2C[C@H](Cc3ccccc3)N(CCc3ccc(O)cc3)C(=O)C2=O)N(CC2CCCCC2)C1=O	1.8	3%	42%	-17%	0%	6	0%	0%
CCCCN1C(=N)N([C@@H](CCC)CN2CCC[C@H]2CN2C(N)=NC[C@@H]2Cc2ccccc2)C[C@H]1[C@H](C)CC	-0.2	-4%	-15%	-11%	5%	-4	-5%	-14%
COc1ccc(CC(=O)Nc2ccccc2N2CCCC2)cc1OC	-4.0	5%	4%	1%	1%	-4	-17%	-6%
